14-3-3g Raf – modulators of 14-3-3 gamma protein binding, primary screen, biochemical, fluorescence polarization; 14-3-3 protein gamma (Homo sapiens), P61981; FP, 14-3-3gamma / TMR-pS259-Raf peptide binding; inhibition, % at 40 µM; 160,000 tested, 0.19% active; in the data active means inhibition above about 30%;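 further: 0% = protein plus tracer without compound and 100% = blank with tracer alone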
Target sequence (P61981 whole entry, looked up): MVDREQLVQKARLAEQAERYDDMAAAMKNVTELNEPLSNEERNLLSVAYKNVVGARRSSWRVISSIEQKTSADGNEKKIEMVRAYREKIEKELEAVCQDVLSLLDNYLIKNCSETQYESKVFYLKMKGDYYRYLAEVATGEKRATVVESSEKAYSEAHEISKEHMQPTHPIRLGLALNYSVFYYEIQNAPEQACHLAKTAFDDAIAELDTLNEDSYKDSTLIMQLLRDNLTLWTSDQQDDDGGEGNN
Starred values were filed as active, the others as inactive; & = joins results of further samples. A portion of the library; the hit share may differ from the screen's.

14-3-3g Raf	smiles
-28&-86	CCOC(=O)C(C)n1cnc2sc3c(c2c1=O)CCC3 (centres undefined)
-3	CC1(C(=O)Nc2cccc(C(F)(F)F)c2)CC2c3ccccc3C1c1ccccc12 (centres undefined)
-27	CC12c3ccccc3C(c3ccccc31)C1C(=O)N(c3ccc(C#N)cc3)C(=O)C12 (centres undefined)
-10&-15	O=C(Nc1ccc2c(c1)OCO2)c1noc2c1CCCCC2
-25	Cc1ccc(NC(=O)c2cc3nc(-c4ccco4)cc(C(F)(F)F)n3n2)cc1C
-8	O=C(Nc1ccccc1)N1CCCC(c2nc(-c3cccs3)no2)C1 (centres undefined)
-5	CCC(=O)N1CCc2cc(S(=O)(=O)N3CCN(C(c4ccccc4)c4ccc(Cl)cc4)CC3)ccc21 (centres undefined)
-5	COc1ccc(S(=O)(=O)NCc2ccc3c(c2)cc(C)n3C)cc1
-5	CCCn1c(=O)c2[nH]c(-c3ccc(S(=O)(=O)O)cc3)nc2n(CCC)c1=O
-3	O=C(NC1CCCCC1)c1ccc(N2CC3CC(C2)c2cccc(=O)n2C3)c(NS(=O)(=O)c2ccc3c(c2)OCCO3)c1 (centres undefined)
-3	COc1ccc(CNc2cc(C)ccc2C)c(OC)c1OC
-6	CCNc1nc(SCCOc2ccccc2)nc(N(C)C)n1
-5	CC(=O)CC1(O)C(=O)N(Cc2ccccc2Cl)c2ccccc21 (centres undefined)
-7	COc1ccc(-c2cc(C(F)(F)F)n3ncc(C(=O)NC4CCCC4)c3n2)cc1
-5	COc1ccc(C(=O)NCCSc2c(C)[nH]c3ccccc23)cc1

Other entries
14-3-3g Raf	smiles
-24	O=C1CN(C(=O)Cc2cccc3ccccc23)C(c2ccccc2)c2cc(F)ccc2N1 (centres undefined)
-14	O=c1[nH]c2cc3c(cc2cc1C(c1nnnn1C1CCCCC1)N1CCSCC1)OCCO3 (centres undefined)
-9&-4	CCC(C)NC(=O)C1(C)CCC(=O)N1Cc1ccccc1OC (centres undefined)
-6	CCN(CC)S(=O)(=O)N1CCCC(C(=O)NCCc2ccc(Cl)cc2)C1 (centres undefined)
-3	O=C1Nc2ccc(Cl)cc2C12Nc1ccccc1-c1nnc(SCc3ccccc3F)nc1O2 (centres undefined)
-4	COc1cccc2cc(-c3nnc(Nc4ccc(Oc5ccccc5)cc4)s3)c(=O)oc12
-13	COc1ccc(-c2nc(-c3cc4cc(OC)ccc4oc3=O)cs2)cc1
-4&-7	C=CCOC(=O)C1=C(C)NC2(O)c3ccccc3C(=O)C12O (centres undefined)
-3	COc1ccc(OC)c(C(=O)Cn2nnc3ccccc3c2=O)c1
0	C#CC(C)(C)NC1(c2nnnn2-c2c(C)cccc2C)CCCC1
5	CC1(C)Cc2c(oc3ncn4ncnc4c23)CO1
-7	CC1CCC(NS(=O)(=O)c2ccc3c(c2)oc(=O)n3C)CC1 (centres undefined)
1	O=C(c1ccco1)N1CCN(c2nc(C(F)(F)F)nc3c2nnn3Cc2ccccc2)CC1
-1	Cc1cc(NC(=O)c2cccnc2)ccc1Br
-4	O=C(NCc1ccco1)C1CCN(S(=O)(=O)c2ccc(Br)cc2)CC1

Arranged by molecular weight (largest number first): some entries from above
14-3-3g Raf	smiles
-4	COc1cccc2cc(-c3nnc(Nc4ccc(Oc5ccccc5)cc4)s3)c(=O)oc12
-24	O=C1CN(C(=O)Cc2cccc3ccccc23)C(c2ccccc2)c2cc(F)ccc2N1 (centres undefined)
-1	Cc1cc(NC(=O)c2cccnc2)ccc1Br

Next records:
14-3-3g Raf	smiles
-3	CC1(C)CC(=O)N(CC(=O)O)c2ccccc2S1
4	CCOC(=O)c1cnc2ccc(OCC)cc2c1NCCN(C)C
-7	CCOC(=O)CSc1nc2ccccc2c(=O)n1CCc1ccc(S(N)(=O)=O)cc1
-3	Cn1c(NCc2ccccc2Cl)nc2ccccc21
-8	Cc1sc2nc3c4ccccc4c(N4CCOCC4)nn3c(=O)c2c1C
-48	O=C(Nc1ncc([N+](=O)[O-])s1)c1ccccc1Br
-1	NC(=O)c1ccccc1NC(=O)c1ccccc1F
3	O=C(c1ccccc1O)N1N=C(C(F)(F)F)CC1(O)C(F)(F)F (centres undefined)
-3	O=C(Cn1c2ccccc2c(=O)c2ccc(Cl)cc21)Nc1ccc(C(F)(F)F)cc1
-5	CC1=C(C(=O)OCCCc2ccccc2)C(c2ccccc2C(F)(F)F)CC(=O)N1 (centres undefined)
-3	O=C(O)CCCC(=O)N(Cc1ccccc1)Cc1ccccc1
-4	CC(C)Oc1ccc(C(=O)N2CCCc3ccccc32)cc1
-5	O=C(Cn1ccc2ccccc2c1=O)Nc1ccc(C(F)(F)F)cc1
-5	Cc1ccc(-n2c(=O)c3c(C)c(C)sc3n(CC(=O)NCc3ccco3)c2=O)cc1C
-6	O=c1[nH]c(=S)[nH]nc1Cc1ccccc1

Filtered by structure: the compounds so far with an aryl thioether with sulfur outside any ring.
14-3-3g Raf	smiles
-6	CCNc1nc(SCCOc2ccccc2)nc(N(C)C)n1
-5	COc1ccc(C(=O)NCCSc2c(C)[nH]c3ccccc23)cc1
-3	O=C1Nc2ccc(Cl)cc2C12Nc1ccccc1-c1nnc(SCc3ccccc3F)nc1O2 (centres undefined)
-7	CCOC(=O)CSc1nc2ccccc2c(=O)n1CCc1ccc(S(N)(=O)=O)cc1

(next part)
14-3-3g Raf	smiles
0	CCCCN(C)S(=O)(=O)c1ccc(C(=O)Nc2nnc(CSC)o2)cc1
-4	CC(C)Cn1cc(C(=O)N2CCN(c3ccccn3)CC2)c2c3ccccc3n(C)c2c1=O
-2	O=C(Nc1ccc(F)c(F)c1)c1cccnc1
7	CCOc1ccc(Nc2nc(NCc3ccco3)c3ccccc3n2)cc1
-10	Cc1ccc(CNC(=O)c2cc(C)nc3ccccc23)cc1
-5	Cc1cc(=O)oc2cc(O)cc(O)c12
-3	Nc1c(C(=O)Nc2nccs2)sc2nc3c(c(-c4ccccc4Cl)c12)CCCC3
-8	O=C(c1nn2c(c1Cl)NC(c1cccs1)CC2C(F)(F)F)N(Cc1ccccc1)c1ccccc1 (centres undefined)
-12	Cc1ccc(S(=O)(=O)N(CCc2ccccc2)CC(=O)NC(C)C)cc1
-5	CNC(=O)C1=C(C)NC(=S)NC1c1cc2c(cc1OC)CCCC2 (centres undefined)
0	Cc1ccc(C(=O)O)c(NC(=O)c2ccncc2)c1
-1	COc1ccccc1N(CC(=O)Nc1ccccc1)S(C)(=O)=O
4&-8	Cc1c(NC(=O)C2CCCN2S(=O)(=O)c2ccc(Cl)cc2)c(=O)n(-c2ccccc2)n1C (centres undefined)
-8	COC(=O)c1cccc(COC(=O)CNC(=O)c2ccco2)c1
-3	Cc1nc(N2CCOCC2)nc(Nc2ccc(F)cc2)c1[N+](=O)[O-]

Other entries follow.
14-3-3g Raf	smiles
3	CN(C)/C=N/c1c(C(=O)NCc2ccccc2)nnn1Cc1ccccc1
-7	Cc1cc(C(=O)Nc2sc(C)c(-c3ccc(F)cc3)c2C(N)=O)no1
-8	O=C(Nc1ccc2oc(Cc3ccc(Cl)cc3)nc2c1)c1cccnc1
0	Cc1ccc(NC(=O)C2C3C=CC4(O3)C2C(=O)N(CC2CCCO2)C4C(=O)NC2CCCCC2)cc1 (centres undefined)
-6	O=C1C(=O)N(CCCN2CCOCC2)C(c2ccccc2)/C1=C(\O)c1ccc(F)cc1 (centres undefined)
-5	CCc1c(C(=O)NC2CCCCC2)[nH]c(C)c1C(C)=O
-8	COc1cccc(C(=O)NCCN2CCN(c3ccc(Cl)cc3)CC2)c1
7	C=C(C)Cn1c(SCC(C)O)nc2c1c(=O)[nH]c(=O)n2C (centres undefined)
-11	Cc1cc(NCCCO)n2c(nc3ccccc32)c1C#N
3	COc1cc(C(=O)N(C)c2nnc(-c3cccnc3)s2)cc(OC)c1OC
13	COc1ccc(CCNC(=O)c2ccc3c(=O)n(Cc4cccc(Br)c4)c(=S)[nH]c3c2)cc1OC
2	COc1cc(C2NC(=S)NC(C)=C2C(N)=O)ccc1OCC(C)C (centres undefined)
-8	O=C(CN1CCN(CC(=O)Nc2ccccc2Cl)CC1)Nc1ccc2c(c1)OCO2
5	CCOc1ccc(C2C(C(=O)OC)=C(C)NC3=C2C(=O)CC(c2ccc(OC)cc2)C3)cc1 (centres undefined)
-1	Cc1noc(C)c1CN1C(=O)NC(Cc2ccccc2)(Cc2ccccc2)C1=O

(listing goes on)
14-3-3g Raf	smiles
-4	COc1cc2c(cc1NC(=O)CSc1nnc(Cc3cccs3)n1C)oc1ccccc12
-1	CCOC(=O)c1c(NC(=O)C2CC(=O)OC23CCCCC3)sc2c1CCCCC2 (centres undefined)
-6	COc1cccc(-c2nn(C)c3sc(C(=O)Nc4ccc5c(c4)OCCO5)cc23)c1
-2	CC1CCN(C(=O)Nc2ccccc2)CC1
0	COCCN1C2=C(C(=O)CC(C)(C)C2)C(c2ccc(O)c(Br)c2)C2=C1CC(C)(C)CC2=O
-3	COc1cccc(C(=O)CSc2nnnn2C)c1
4	FC(F)(F)c1cccc(-n2cc(-c3ccccc3)c3c(NCCN4CCOCC4)ncnc32)c1
0	Cc1ccc2c(c1)-c1c(cnn1CC(=O)Nc1ccccc1N1CCN(C)CC1)CO2
-10	CC12CC(NC(=S)N1)c1ccccc1O2 (centres undefined)
5	COc1ccc2[nH]c(C)c(CCN3C(=O)C4C5C=CC(C5)C4C3=O)c2c1 (centres undefined)
-3	CCCn1c(SC2C(=O)CC(C)(C)CC2=O)nc2c1c(=O)n(C)c(=O)n2C
7	Cc1ccccc1NC(=O)c1cc2c(n(-c3ccc(Cl)cc3)c1=O)CCCC2=O
0	CCOc1ccc(OCC)c(NC(=O)CCCN2C(=O)c3cccnc3C2=O)c1
-5	Brc1ccc(CN2CCN(Cc3ccccn3)CC2)cc1
-6	O=C(Nc1nc2ccc(Br)cc2s1)c1ccccc1O

(more compounds)
14-3-3g Raf	smiles
-4	Cc1ccccc1NS(=O)(=O)c1ccc2c(c1)Cc1cc(S(=O)(=O)Nc3ccccc3C)ccc1-2
-2	CCOC(=O)N1CCN(C(c2cccc(OC)c2)c2sc3nc(C)nn3c2O)CC1 (centres undefined)
-21	CC(C)c1ccc(Nc2cc(C(=O)NCCN3CCCC3)c3ccccc3n2)cc1
1	CC1=CC(C)(C)N(C(=O)c2ccc(NS(C)(=O)=O)cc2)c2ccc(C)cc21
-1	CC1(C)CC(=O)c2cc(C(=O)NC(C)(C)C)c(=O)n(-c3ccccc3)c2C1
6	Cc1ccc(C(C(=O)NC2CCCC2)N(Cc2ccco2)C(=O)CCC(=O)Nc2ccccn2)cc1 (centres undefined)
11	Cc1c(NS(=O)(=O)c2ccc([N+](=O)[O-])cc2)c(=O)n(-c2ccccc2)n1C
-9	Cc1nn(C(C)(C)C)c(OC(=O)C2CCCC2)c1Sc1ccccc1[N+](=O)[O-]
8	O=C(NCCC1=CCCCC1)c1ccc(CNC(=O)c2cccc(Br)c2)cc1
-5	CC(C)(C)SCCN=C1NS(=O)(=O)c2cc([N+](=O)[O-])ccc21
-9	COc1ccccc1-n1c(SCC(=O)NCc2ccccc2)nc2c(c1=O)SCC2
0	O=C(COc1ccc(Cl)cc1)Nc1ccc(C(=O)OC2CCCCC2)cc1
-25	O=C(NCc1ccc(Cl)cc1)c1ccc(CNS(=O)(=O)c2ccc(Br)cc2)cc1
-1	COc1ccc(C2C(C(=O)Nc3cc(C)ccc3OC)c3ccccc3C(=O)N2c2ccc(OC)cc2)cc1 (centres undefined)
-1	COc1ccc2ccccc2c1C1CC(=O)N2CN(C3CCCCC3)CSC2=C1C#N (centres undefined)

(cont.)
14-3-3g Raf	smiles
-9	COc1ccc(C(=O)N(Cc2ccccc2)c2ccccn2)c(OC)c1
-8	Cc1ccc(N=Cc2cc(Br)ccc2O)c(C(=O)c2ccccc2)c1
-5	CC(=O)c1ccc(N2CCN(C(=O)CCCNS(=O)(=O)c3cccs3)CC2)cc1
-3	Cn1c(C(C#N)C(=O)c2sc3ccccc3c2Cl)nc2ccccc21 (centres undefined)
-16	COc1ccc(C2CC(=O)n3nc(-c4cccc5ccccc45)nc3S2)cc1 (centres undefined)
-9	O=C(OCc1nnc(-c2ccccc2)o1)c1ccco1
-8	CCCc1cc(=O)[nH]c(SCC(=O)Nc2ccc(OC)c(OC)c2)n1
-7	CCC(C)NC(=O)Cn1c(=O)n(-c2cc(OC)cc(OC)c2)c(=O)c2ccccc21 (centres undefined)
-20	C=CCOc1ccc2nnc(-c3ccc(Br)cc3)n2n1
-3	CCOC(=O)c1ccc(N=c2oc3c(OC)cccc3cc2-c2nc3ccccc3[nH]2)cc1
-3	Nc1c(-c2ccc(Cl)cc2)nnn1-c1ccc(OC(F)(F)F)cc1
-5	CC1CCC(NC(=O)c2ccc(CSCc3ccccc3F)o2)CC1 (centres undefined)
-10	O=C(NCc1ccco1)c1cccc(F)c1
0	CC1Cc2ccccc2N1S(=O)(=O)c1cccc(C(=O)NCCCO)c1 (centres undefined)
8	COc1ccc(C(C)=O)cc1CSCCC(=O)O

By substructure: those above containing a nitro group on carbon.
14-3-3g Raf	smiles
-48	O=C(Nc1ncc([N+](=O)[O-])s1)c1ccccc1Br
-3	Cc1nc(N2CCOCC2)nc(Nc2ccc(F)cc2)c1[N+](=O)[O-]
11	Cc1c(NS(=O)(=O)c2ccc([N+](=O)[O-])cc2)c(=O)n(-c2ccccc2)n1C
-9	Cc1nn(C(C)(C)C)c(OC(=O)C2CCCC2)c1Sc1ccccc1[N+](=O)[O-]
-5	CC(C)(C)SCCN=C1NS(=O)(=O)c2cc([N+](=O)[O-])ccc21

Other compounds:
14-3-3g Raf	smiles
-34	O=C(CCOc1ccccc1)OCC(=O)c1cc2ccccc2o1
2	COC(=O)C1=C(C(=O)OC)SC(=CC(=S)c2ccccc2)S1
-3	CCOC(=O)C1CCN(S(=O)(=O)c2cccc3nonc23)CC1
-7	O=C(OCCN1C(=O)c2cccc([N+](=O)[O-])c2C1=O)c1ccc([N+](=O)[O-])cc1
4	O=C(CCCN1C(=O)c2ccccc2C1=O)NCCCN1CCOCC1
-1	C=CCN(CC=C)S(=O)(=O)c1ccc2nc(NC(=O)C(C)C)sc2c1
